# Assay outcomes (PubChem)
# KB-V1 MDR tox: qHTS assay for MDR1-selective chemotherapeutics: Primary screen using the drug-selected MDR subline cells KB-V1 | Potency, µM (titrated, usually from 46.1 µM), for the others: at the highest dose activity change, negative = cytotoxicity, hits mostly cytotoxic | 400,000 compounds, 3.4% hits | KB-V1 MDR cells viability, CellTiter-Glo, 72 h; also: potency is read from the fitted curve at half-maximal effect; % is scaled to controls: 0 for no effect and ±100 for the full control effect; nearly all actives have a fitted effect of over 60% in size
#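 KB-V1, DMEM (no phenol red) + 10% FBS; cpd pin-transferred, titration series; 72 h, 37 degrees C; CellTiter-Glo, luminescence. Data normalized, curve-fit.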
# GLP1R cytotox: qHTS of GLP-1 Receptor Inverse Agonists: Cytotox Screen. HEK293 cAMP-luciferase reporter cells, luminescence, 24 h. Potency, µM (series often up to 38.3 µM), without a hit: top-dose activity change, negative = inhibition, hits mostly inhibitors. 410,000 compounds, 0.13% hits;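 also: loss of luciferase light is scored as toxicity; potency is read from the fitted curve at half-maximal effect; % is scaled to controls: 0 for no effect and ±100 for the full control effect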
#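 1536-well qHTS counterscreen of the MLSMR; 200 cells/uL, 12 h pre-incubation, 23 nL cpd, 24 h at 37 deg C 5% CO2, luciferase detection reagent, 12 min RT, luminescence. Inhibition = undesired.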
# DRD3 antagonist: qHTS of D3 Dopamine Receptor Antagonist: qHTS | max response, negative = inhibition, % | D3R cells, DiscoveRx beta-arrestin luminescence, antagonist mode; hits give low values | 360,000 compounds, 2.5% hits | D(3) dopamine receptor (Homo sapiens), P35462; in the data active = max response below about -50%; inconclusive = no clear call, values can overlap the other calls; also: % is scaled to controls: 0 for no effect and ±100 for the full control effect; mostly tested at two doses, the higher about 12 µM
# Target sequence (P35462 whole entry, looked up): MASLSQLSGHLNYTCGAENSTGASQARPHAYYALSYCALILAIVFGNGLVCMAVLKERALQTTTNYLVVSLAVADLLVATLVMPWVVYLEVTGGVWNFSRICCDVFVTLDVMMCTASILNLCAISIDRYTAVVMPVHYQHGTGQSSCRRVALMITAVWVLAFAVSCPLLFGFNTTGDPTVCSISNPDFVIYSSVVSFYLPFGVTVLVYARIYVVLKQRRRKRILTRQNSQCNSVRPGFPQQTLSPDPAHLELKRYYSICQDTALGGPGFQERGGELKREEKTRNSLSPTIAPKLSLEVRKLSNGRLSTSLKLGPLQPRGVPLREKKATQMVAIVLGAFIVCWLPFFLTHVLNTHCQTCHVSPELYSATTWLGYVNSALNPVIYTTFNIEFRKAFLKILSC
#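 Cells plated overnight at 1500 cells/well, then exposed to library compounds with dopamine controls for 90 minutes at 37 degrees C. DiscoveRx reagent added for 30–60 minutes at room temperature; luminescence read, quantitative HTS format.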
# GLP1R inv ag: qHTS of GLP-1 Receptor Inverse Agonists (Inhibition Mode) | Glucagon-like peptide 1 receptor (Homo sapiens), P43220 | Potency, µM (highest dose often 38.3 µM), for the others: at the highest dose activity change, negative = inhibition, hits mostly inhibitors | HEK293 GLP-1R CRE-luciferase, luminescence, 24 h; GLP-1R form is constitutively active | AID 624417, 2012 | 410,000 compounds, 1.6% hits; also: potency is read from the fitted curve at half-maximal effect; % is scaled to controls: 0 for no effect and ±100 for the full control effect; nearly all actives have a fitted effect of over 55% in size
#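 GLP-1R inverse agonism mode: basal reporter luminescence in engineered HEK293 cells measured after one day of compound exposure at 37 deg C, with a 12 min room-temperature detection step.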
# PTHR1 ag: qHTS for PTHR1 Agonists: Primary Screen | HEK293 GP2 PTHR1 cells, GloSensor cAMP luminescence, 1 h | Potency, µM (highest dose often 115 µM), for the others: top-dose activation, usual class: activators | 410,000 compounds, 0.075% hits; also: potency is read from the fitted curve at half-maximal effect; nearly all actives have a fitted effect of over 55% in size; some results filed as inactive show a strong effect at the top dose; inactives centre near -15; many of its hits are not listed in these tables
# Target sequence (Q03431 whole entry, looked up): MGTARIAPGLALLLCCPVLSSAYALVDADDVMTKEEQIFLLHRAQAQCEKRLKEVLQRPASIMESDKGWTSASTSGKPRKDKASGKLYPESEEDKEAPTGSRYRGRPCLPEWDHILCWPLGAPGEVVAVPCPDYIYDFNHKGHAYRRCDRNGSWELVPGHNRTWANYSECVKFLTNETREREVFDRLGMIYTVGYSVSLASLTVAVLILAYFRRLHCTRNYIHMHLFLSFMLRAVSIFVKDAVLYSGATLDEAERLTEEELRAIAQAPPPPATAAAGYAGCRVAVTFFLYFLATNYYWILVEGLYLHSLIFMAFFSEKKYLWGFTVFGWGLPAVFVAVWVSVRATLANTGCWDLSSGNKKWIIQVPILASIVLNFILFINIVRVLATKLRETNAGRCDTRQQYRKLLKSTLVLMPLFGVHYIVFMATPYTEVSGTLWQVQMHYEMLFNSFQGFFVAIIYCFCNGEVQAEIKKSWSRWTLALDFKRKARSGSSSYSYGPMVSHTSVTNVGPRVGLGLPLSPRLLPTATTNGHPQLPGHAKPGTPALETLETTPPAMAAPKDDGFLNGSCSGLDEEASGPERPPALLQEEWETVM
#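 HEK-293-derived GP2 cells expressing PTHR1 and a GloSensor cAMP reporter, 3,000/well, plated overnight, given luciferin plus IBMX (each 0.5 mM as added) for 1 h at 37 °C, then compound for 1 h at 37 °C. Luminescence was read after 15 min at room temperature.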
# GLP-1R agonist: qHTS of GLP-1 Receptor Agonists | 380,000 compounds, 0.007% hits | Potency, µM (top dose mostly 45.6 µM), for the others: at the highest dose activation, usual class: activators | HEK293 GLP-1R CRE-luciferase, luminescence, 4-6 h; cells express a hypersensitive GLP-1R form; also: potency is read from the fitted curve at half-maximal effect; % of control where 0% means no effect
# D3 ag: qHTS of D3 Dopamine Receptor Agonist: qHTS; D(3) dopamine receptor (Homo sapiens), P35462; D3R DiscoveRx beta-arrestin cells, luminescence, 90 min; max activation, %; 410,000 compounds, 0.58% hits; in the data active = max activation above about 30%; also: 0% is about no effect; mostly tested at two doses, the higher about 12 µM
#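 Agonist-mode cell screen: cells plated at 1500/well and incubated overnight at 37 °C, then exposed to library compounds for 90 min at 37 °C. Detection reagent was added for 30–60 min at room temperature, and luminescence was read.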
# aSyn yeast inh: qHTS of alpha-syn Inhibitors; Yeast expressing alpha-synuclein, growth rescue, BacTiter-Glo, 24 h; Potency, µM (titrated, usually from 46.1 µM), without a hit: at the highest dose growth rescue (activation), actives largely listed as activators; 370,000 compounds, 0.14% hits; AID 652106, 2013; also: potency is read from the fitted curve at half-maximal effect; % of control where 0% means no effect; nearly all actives have a fitted effect of over 65% in size
#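 Screening used galactose-induced yeast with toxic alpha-synuclein levels, exposed to compound for 24 hr at 30 deg C. Cell growth, read with BacTiter-Glo luminescence, gave the measured signal.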
# TDP43 rescue: qHTS of TDP-43 Inhibitors. TDP-43 expressing yeast growth rescue, BacTiter-Glo, 24 h. 410,000 compounds, 1.8% hits. Potency, µM (highest dose often 46.1 µM), inactives show top-dose growth rescue (activation), most hits filed as activators; also: potency is read from the fitted curve at half-maximal effect; % of control where 0% means no effect; nearly all actives have a fitted effect of over 50% in size
#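 Cell-based yeast growth screen: TDP-43 expression induced in galactose, inoculum OD600=0.02 after raffinose pregrowth to mid-log. Read-out BacTiter-Glo luminescence at 24 hr, 30 deg C; inhibition of toxicity seen as signal increase.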
# * hit, by the source's call; i = inactive; ? = inconclusive; · = not tested or not shown; [ ] = dose if it differs, or a comment. Unless noted, calls follow the shape of the dose curve; as a rule, active = well fitted curve in the direction sought with a large enough effect; inconclusive = small, poorly fitted or top-dose-only effect, or another doubt; inactive = no such curve, though single readings can be large; an effect the other way counts as inactive or inconclusive. This is a subset; count on the stated rates, not on these rows.
Compound | GLP-1R agonist | GLP1R inv ag | DRD3 antagonist | GLP1R cytotox | TDP43 rescue | D3 ag | aSyn yeast inh | KB-V1 MDR tox | PTHR1 ag
CCNC(=O)COC(=O)/C=C/c1c(C)nn(Cc2cccc(OC)c2)c1Cl | -5.2% | 12.3%[0.307 µM] | 13.6 | -0.3%[0.307 µM] | 15.6% | 2.0 | 0.2% | -2.0% | -26.9%
Cc1ccc(OCc2cc(C(=O)N3CCc4sccc4C3)no2)cc1C | -2.0% | ? | 6.5 | 4.1% | 15.4% | 5.2 | 7.4% | -18.9% | -13.9%
Cc1ccc(S(=O)(=O)N2CCN(C(=S)NCC3CCCO3)CC2)cc1 (stereo not drawn) | -1.8% | 7.9% | 7.9 | 2.4% | -2.2% | -1.8 | -0.1% | -23.9% | -14.5%
CC(C)Cn1c(SCC(=O)Nc2ccc(Cl)cc2F)nc(O)cc1=O | 3.4% | 5.2% | 21.4 | 4.8% | -3.7% | 3.6 | 4.7% | 0.0% | -19.8%
COc1cc(SC)ccc1C(=O)Nc1ccc(S(=O)(=O)N2CCCC2)cc1 | -0.6% | 4.8% | -6.9 | 10.0% | -5.9% | 1.0 | -0.4% | 6.4% | -3.2%[57.5 µM]
CC(=O)N1CCc2c(sc(NC(=O)c3ccc4c(c3)OCCO4)c2C#N)C1 | 9.0% | ? | 14.8 | -18.0% | 12.2% | -4.8 | 0.3% | ? | -28.4%
COc1ccc2cc(C=O)n(C)c2c1 | 6.1% | -1.8% | -0.9 | 3.5% | 0.0% | 1.0 | 2.3% | 11.3% | i
Cc1ccc(OCCN(C)C(=O)C2CCC(=O)N(CC3CCCCC3)C2)cc1 (stereo not drawn) | 2.1% | ? | -6.2 | -29.0% | 28.0% | 2.4 | 2.0% | -1.1% | -26.0%
O=C(NCCc1ccccc1)C1CCCN1S(=O)(=O)c1ccc(Cl)cc1 (stereo not drawn) | 1.0% | -9.1% | 13.1 | -1.2% | -18.5% | -10.8 | 8.3% | ? | i
O=c1c2c3c(sc2ncn1/N=C/c1cccnc1)CCCC3 | 4.0% | 13.2% | 5.9 | -2.9% | -7.5% | 2.9 | 6.0% | -0.8% | -0.8%
Cc1csc2c(=O)n(CCO)c(=O)[nH]c12 | 6.9% | 14.8% | -2.2 | -0.4% | -6.4% | 4.2 | -2.4% | 4.3% | -12.6%
COc1ccc(-c2c3c(=O)n(C)c(=O)n(C)c3c3c(-c4cccc(C)c4)nc4ccccc4n23)cc1 | · | -8.9% | · | -1.6% | 15.8µM* | -4.4 | · | 3.0% | i
CN(Cc1ccccc1)S(=O)(=O)c1ccc(NC(=S)NC(=O)C(C)(C)C)cc1 | -2.2% | ? | -7.9 | -2.1% | -0.9% | -0.2 | -10.9% | -14.3% | i
CCCCCc1c(O)nc(SCCN2CCOCC2)[nH]c1=O | 0.1% | 4.6% | 5.3 | 12.8% | -14.2% | -2.2 | -3.4% | 7.7% | -3.8%
C/C(=N\NC(=O)CN1CCCCC1)c1ccccc1O | 19.2% | ? | -1.9 | -7.0% | -1.7% | 10.5 | -0.5% | 0.0% | -0.4%
CC1(C(=O)Nc2ccc3c(c2)OCCO3)CCN1C(=O)C1(c2ccc(Cl)cc2)CCC1 (stereo not drawn) | -3.1% | ? | 21.9 | -9.6% | 12.9% | 72.5* | 13.1% | ? | -35.6%[inhibitor]
CS(=O)(=O)c1ncc(N(Cc2ccco2)Cc2cccs2)c(C(=O)Nc2ccccc2F)n1 | · | ? | · | 12.4% | 5.8% | 1.8 | · | 0.4% | 26.1%
CNC(=S)N(CCc1c(C)[nH]c2ccc(F)cc12)Cc1ccco1 | 15.2% | ? | -7.2 | -21.5% | -6.1% | -4.3 | ? | ? | -4.7%
O=[N+]([O-])c1cccc(S(=O)(=O)/N=C(/Nc2ccccc2)c2ccccc2)c1 | 0.8% | 0.8% | -14.0 | 1.0% | 2.0% | -9.0 | 2.0% | · | i
Cc1noc(C)c1S(=O)(=O)N1CCC(C(=O)NC2CCCc3ccccc32)CC1 (stereo not drawn) | -8.1% | -12.8% | -7.4 | -15.1% | -9.6% | 3.3 | 6.5% | -9.5% | -3.0%[57.5 µM]
Cc1c(NC(=O)C(C)OC(=O)c2sc3ccccc3c2Cl)c(=O)n(-c2ccccc2)n1C (stereo not drawn) | -3.0% | -16.3% | -1.9 | 4.1% | -6.0% | 5.6 | -2.7% | 8.2% | -2.7%
O=C(NCC(c1ccco1)N1CCN(c2ccc(F)cc2)CC1)c1ccc2c(c1)OCO2 (stereo not drawn) | 9.5% | ? | 2.8 | -8.5% | -18.0% | 11.6 | -3.6% | -5.0% | -16.6%
CCOC(=O)c1cc(C(=O)NC(C)c2ccccc2)c(C)[nH]c1=O (stereo not drawn) | 17.8% | 1.2% | -11.1 | 8.3% | -13.0% | -3.8 | -4.7% | 0.1% | -9.2%
COc1cc(-c2ccccc2)nc2ccccc12 | 1.7% | ? | 20.6 | -0.2% | -13.4% | 2.9 | -4.0% | 3.3% | -27.4%
O=C(OCC1CC(c2ccccc2)=NO1)c1ccco1 (stereo not drawn) | -2.0% | 13.7% | -15.3 | 0.8% | 10.2% | -3.1 | 14.9% | 19.2% | -49.2%[inhibitor]
COCCNc1nc2c(c(=O)[nH]c(=O)n2C)n1CCCc1ccccc1 | -0.5% | 4.0% | -18.2 | -1.9% | -14.8% | -2.6 | -5.6% | -4.6% | 10.3%
COc1ccc(Cl)cc1S(=O)(=O)N(C)CC(=O)N1CCCC1 | 4.5% | -6.1% | 5.3 | 2.2% | 11.2% | -0.7 | -2.5% | 11.0% | i
Cc1nc(SC2CC(=O)N(c3ccccc3)C2=O)n[nH]1 (stereo not drawn) | 1.2% | -13.3% | -19.0 | -5.3% | 4.47µM* | -9.4 | -10.6% | 0.3% | i
Cc1ccc(Nc2ccc(N3CCN(c4ccc([N+](=O)[O-])cc4)CC3)nn2)cc1 | 6.3% | 1.7% | 1.4 | -9.6% | 9.4% | 10.0 | 3.5% | 4.1% | i
Cc1ccc(C)c(N2CCN(C(=O)CN3C(=O)COc4ccc(S(=O)(=O)N5CCOCC5)cc43)CC2)c1 | 0.3% | 3.9% | · | 0.5% | 1.6% | -5.1 | 2.5% | -29.4% | -22.4%
COc1cccc(-c2ccc(NC(=O)C3CCCN(Cc4cnc(C)n4C)C3)cc2)c1 (stereo not drawn) | 13.0% | ? | 6.2 | ? | -13.5% | -10.4 | 7.9% | · | i
CN(C)CCCNC(=O)CC1C[C@H](C(=O)N2CCOCC2)[C@@]2(CCC3CCCC3)c3[nH]c4ccccc4c3CCN2C1=O (stereo partly drawn) | -3.2% | 16.6% | -11.3 | 3.0% | 3.0% | -8.0 | -1.3% | -0.8% | -11.5%
COc1ccc(OC)c(C(=O)CSc2nc3cccnc3n2C)c1 | 3.8% | 24.3% | 14.2 | 17.2% | 22.8% | 2.9 | 16.6% | -7.6% | i
COCc1ccc(C(=O)NC2CCCN(Cc3ccccc3F)C2)o1 (stereo not drawn) | 17.8% | -6.7% | 26.7 | 5.8% | 12.9% | 1.7 | -1.6% | · | -14.3%
CC(C)(C)n1nnnc1C(c1cccnc1)N1CCN(C(=O)c2ccco2)CC1 (stereo not drawn) | -3.9% | 6.3% | -20.8 | 10.3% | -20.6% | -29.3 | -1.9% | -19.7% | i
c1cncc(-c2nc(NCCCN3CCOCC3)c3c4c(sc3n2)CCC4)c1 | 21.9% | 11.2µM* | 0.5 | 5.7% | -0.7% | -10.3 | 3.2% | 2.4% | i
CC1CCN(S(=O)(=O)c2ccc(NC(=O)Cc3ccc(S(=O)(=O)N4CCOCC4)s3)cc2)CC1 | 6.7% | ? | 0.1 | 0.4% | -24.8% | 2.2 | -2.1% | -1.4% | -14.5%
C/C(=C\C(=O)c1ncc(C(F)(F)F)cc1Cl)N(C)C | -1.7% | 6.9% | -0.6 | -2.7% | · | 10.6 | -4.7% | 0.0% | i
COc1ccc(-c2nc3c(C#N)c[nH]n3c2NC2CCCC2)cc1 | · | 22.8% | · | -2.5% | 24.5%[9.22 µM] | 49.5* | · | -12.3% | i
COc1ccc(CN(C2CCCC2)S(=O)(=O)c2ccc(-n3cnnn3)cc2)cc1OC | 9.9% | -2.2% | 21.9 | -18.0% | -6.1% | -4.9 | -5.4% | ? | -79.5%[inhibitor]
CCOc1ccccc1C1C(C(=O)OC)=C(N)OC2=C1C(=O)CCC2 (stereo not drawn) | -5.6% | 24.0% | -4.2 | 6.0% | -7.7% | 1.3 | 0.2% | -4.3% | i
Cc1cc(C)cc(N(CC(=O)NC2CCCC2)C(=O)CCC(=O)Nc2cc(C)ccn2)c1 | -1.7% | 5.1% | 10.8 | 25.5% | -17.9% | 9.9 | 0.8% | -18.5% | i
COc1ccc(-c2csc(NC(=O)C3COc4ccccc4O3)n2)cc1OC (stereo not drawn) | -6.7% | ? | 50.2 | -16.1% | 35.5µM* | 12.4 | -20.8% | 26.3% | i

# As a working copy, part of the list above.
Compound | GLP-1R agonist | GLP1R inv ag | DRD3 antagonist | GLP1R cytotox | TDP43 rescue | D3 ag | aSyn yeast inh | KB-V1 MDR tox | PTHR1 ag
O=C(NCCc1ccccc1)C1CCCN1S(=O)(=O)c1ccc(Cl)cc1 (stereo not drawn) | 1.0% | -9.1% | 13.1 | -1.2% | -18.5% | -10.8 | 8.3% | ? | i
O=c1c2c3c(sc2ncn1/N=C/c1cccnc1)CCCC3 | 4.0% | 13.2% | 5.9 | -2.9% | -7.5% | 2.9 | 6.0% | -0.8% | -0.8%
